PAFAH1B2 inh – inhibitors of human PAFAH1B2; recombinant PAFAH1B2, FP-rhodamine activity probe, fluorescence polarization; inhibition, % at 3.39 µM; 340,000 compounds, 1.2% hits; AID 492953;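 active = inhibition above the mean of all tested compounds plus 3 SD, cut at about 24% in these data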;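 note: 0% = enzyme with DMSO and 100% = wells lacking PAFAH1B2; many of its hits are not listed in these tables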
Target sequence (P68402 whole entry, looked up): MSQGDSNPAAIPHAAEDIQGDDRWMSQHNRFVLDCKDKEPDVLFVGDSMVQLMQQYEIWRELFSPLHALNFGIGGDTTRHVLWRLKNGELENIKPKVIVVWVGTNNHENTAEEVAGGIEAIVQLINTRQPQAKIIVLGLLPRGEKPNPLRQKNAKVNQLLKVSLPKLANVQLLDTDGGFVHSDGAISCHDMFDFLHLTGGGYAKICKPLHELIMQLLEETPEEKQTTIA
PAD4 FP inh – blocks human protein arginine deiminase 4; Q9UM07; recombinant PAD4, RCA probe fluorescence polarization; inhibition, % at 6.36 µM; 330,000 compounds, 0.41% hits; AID 485272;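 active = percent inhibition above a cutoff equal to the mean of all tested compounds plus 3 SD, cut at about 15% in these data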;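 note: 0% = PAD4 with RCA probe and DMSO and 100% = probe without PAD4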
GSTO1 counter – counter-screen for RBBP9 inhibitors: inhibitors of human GSTO1 | 300,000 compounds, 1.1% hits | recombinant GSTO1, activity-based probe fluorescence polarization | inhibition, % at 5.96 µM;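 active = inhibition above the campaign mean inhibition plus 3 SD, cut at about 35% in these data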;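 note: 0% = GSTO1-1 with DMSO and 100% = wells lacking GSTO1-1 enzyme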
PME-1 primary – PME-1 (human) inhibition. Q9Y570. recombinant PME-1, FP-Rh probe fluorescence polarization. inhibition, % at 5.9 µM. 320,000 compounds, 0.53% hits. AID 2130;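 active = inhibition above the campaign mean of all compounds plus 3 SD, cut at about 26% in these data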;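 note: competitive labeling of PME-1 active site by serine hydrolase directed probe; 0% = PME-1 with DMSO and 100% = wells lacking PME-1 enzyme; inhibitors block probe labeling so polarization falls and inhibition rises; many of its hits are not listed in these tables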
Target sequence (Q9Y570 whole entry, looked up): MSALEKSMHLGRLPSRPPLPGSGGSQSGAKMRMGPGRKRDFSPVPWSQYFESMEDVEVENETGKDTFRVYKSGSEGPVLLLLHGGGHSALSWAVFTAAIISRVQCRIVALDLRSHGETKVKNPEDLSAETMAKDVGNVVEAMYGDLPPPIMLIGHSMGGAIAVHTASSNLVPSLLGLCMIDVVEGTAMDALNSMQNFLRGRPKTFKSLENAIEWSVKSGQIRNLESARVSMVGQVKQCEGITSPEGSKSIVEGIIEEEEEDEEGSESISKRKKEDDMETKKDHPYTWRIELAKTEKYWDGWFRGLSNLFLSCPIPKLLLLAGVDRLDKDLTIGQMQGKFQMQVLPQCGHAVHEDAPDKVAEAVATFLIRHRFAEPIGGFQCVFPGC
LYPLA1 inh – LYPLA1 (human) inhibition in PME1 counter-screen; recombinant LYPLA1, FP-Rh probe fluorescence polarization; inhibition, % at 5.9 µM; 320,000 compounds, 0.16% hits; AID 2174;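 active = inhibition above the mean of all tested compounds plus 3 SD, set per campaign, cut at about 14% in these data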;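 note: inhibitors block serine hydrolase probe labeling of LYPLA1 so polarization falls; 0% = enzyme with DMSO and 100% = wells lacking LYPLA1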
PREPL inh – inhibits the human prolyl oligopeptidase-like enzyme; Q4J6C6; recombinant PREPL, fluorescence polarization activity-based probe; inhibition, % at 5.96 µM; 320,000 compounds, 0.68% hits; AID 2751; in the data active = inhibition above about 43%;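 note: 0% = enzyme with DMSO and 100% = wells lacking enzyme; many of its hits are not listed in these tables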
LYPLA2 inh – blocks human lysophospholipase 2, a PME1 counter-screen | O95372 | recombinant LYPLA2, FP-Rh probe fluorescence polarization | inhibition, % at 5.9 µM | 320,000 compounds, 0.38% hits | AID 2177;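 active = inhibition above the screen-wide mean plus 3 SD, limit set per campaign, cut at about 26% in these data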;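 note: 0% = LYPLA2 with DMSO and 100% = wells lacking LYPLA2 enzyme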
Target sequence (O95372 whole entry, looked up): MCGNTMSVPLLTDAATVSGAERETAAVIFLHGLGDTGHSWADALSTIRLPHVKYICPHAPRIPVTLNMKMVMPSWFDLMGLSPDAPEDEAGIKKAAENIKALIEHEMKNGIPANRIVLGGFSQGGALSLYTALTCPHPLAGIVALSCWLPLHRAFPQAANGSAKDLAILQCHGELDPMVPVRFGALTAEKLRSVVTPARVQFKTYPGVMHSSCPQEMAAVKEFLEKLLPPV
pPAFAH inh – inhibitors of human plasma PAF acetylhydrolase (pPAFAH) | inhibition, % at 3.39 µM | recombinant pPAFAH, FP-rhodamine probe fluorescence polarization | AID 463082 | 330,000 compounds, 1.5% hits;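 active = inhibition above the mean inhibition across the screen plus 3 SD, cut at about 25% in these data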;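 note: inhibitors block binding of the rhodamine activity-based probe so polarization drops; 0% = enzyme with DMSO and 100% = wells lacking pPAFAH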
PAFAH1B3 inh – PAFAH1B3 (human) inhibition | Q15102 | recombinant PAFAH1B3, FP-rhodamine probe, fluorescence polarization | inhibition, % at 3.39 µM | 340,000 compounds, 0.28% hits;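 active = inhibition above the screen-wide average of all tested compounds plus 3 SD, cut at about 25% in these data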;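 note: 0% = enzyme with DMSO only and 100% = wells lacking PAFAH1B3 protein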
Target sequence (Q15102 whole entry, looked up): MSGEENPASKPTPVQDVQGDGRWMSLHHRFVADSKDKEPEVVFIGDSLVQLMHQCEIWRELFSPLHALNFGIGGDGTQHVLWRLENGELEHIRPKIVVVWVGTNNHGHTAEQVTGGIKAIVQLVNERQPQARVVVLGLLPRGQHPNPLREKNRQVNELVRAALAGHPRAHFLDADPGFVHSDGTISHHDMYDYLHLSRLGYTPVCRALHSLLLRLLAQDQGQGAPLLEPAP
* hit, by the source's call. A portion of the library, so the mix of outcomes need not match the whole.

`Fc1ccccc1C1c2cccn2CCN1C(=S)Nc1cccc(Br)c1` (configuration not stated) gave PAFAH1B2 inh -1, PAD4 FP inh -4, GSTO1 counter 6, PME-1 primary -7, LYPLA1 inh -10, PREPL inh -17, LYPLA2 inh -22, pPAFAH inh 5 and PAFAH1B3 inh 0.
Screening NC(=O)c1c(NC(=O)CN2C(=O)CCC2=O)sc2c1CCCCC2 returned PAFAH1B2 inh 4, PAD4 FP inh -2, GSTO1 counter 8, PME-1 primary -2, LYPLA1 inh 0, PREPL inh 3, LYPLA2 inh 5, pPAFAH inh -2 and PAFAH1B3 inh 7.
`C=CCn1c(=O)c2ccccc2n2c(SC(C)C(=O)Nc3nc(-c4ccccc4)cs3)nnc12` (configuration not stated) gave PAFAH1B2 inh 6, PAD4 FP inh 2, GSTO1 counter -4, PME-1 primary -13, LYPLA1 inh -6, PREPL inh -16, LYPLA2 inh -6, pPAFAH inh -4 and PAFAH1B3 inh 4.
For Cc1ccc(S(=O)(=O)N(C)C)cc1NC(=O)CCNC(=O)c1ccco1 the results were PAFAH1B2 inh 1, PAD4 FP inh 2, GSTO1 counter 2, PME-1 primary 5, LYPLA1 inh 7, PREPL inh 13, LYPLA2 inh 15, pPAFAH inh -1 and PAFAH1B3 inh 3.
`Cc1ccc(NC(=O)Cn2c(=O)n(CCC(=O)NC3CCN(Cc4ccccc4)CC3)c(=O)c3ccccc32)cc1` gave PAFAH1B2 inh 1, PAD4 FP inh -3, GSTO1 counter 11, PME-1 primary 3, LYPLA1 inh 4, PREPL inh 6, LYPLA2 inh 2, pPAFAH inh 4 and PAFAH1B3 inh 3.
COc1ccccc1/C=C(\NC(=O)c1ccc(OC)c(OC)c1)C(=O)Nc1ccc([N+](=O)[O-])cc1 was read as PAFAH1B2 inh -6, PAD4 FP inh -3, GSTO1 counter -2, PME-1 primary -6, LYPLA1 inh -9, PREPL inh 3, LYPLA2 inh -12, pPAFAH inh -3 and PAFAH1B3 inh 2.
For Cc1ccc(NC(=O)NNC(=O)c2cccs2)cc1 the results were PAFAH1B2 inh 4, PAD4 FP inh -3, GSTO1 counter -5, PME-1 primary -5, LYPLA1 inh 2, PREPL inh 9, LYPLA2 inh -2, pPAFAH inh -9 and PAFAH1B3 inh 8.
For Cc1nc(SCC(=O)Nc2ccc3[nH]c(=O)[nH]c3c2)nc(C)c1C the results were PAFAH1B2 inh 6, PAD4 FP inh -2, PREPL inh 16, pPAFAH inh -3 and PAFAH1B3 inh 3.
Screening COc1ccc(CCNC(=O)C/C(C)=N/NC(=O)COc2ccc(C)cc2Br)cc1OC returned PAFAH1B2 inh 7, PAD4 FP inh 0, GSTO1 counter 1, PME-1 primary -4, LYPLA1 inh 0, PREPL inh -9, LYPLA2 inh -5, pPAFAH inh 0 and PAFAH1B3 inh 3.
`O=C(N/N=C/c1cc2c(cc1Cl)OCO2)c1ccccn1` gave PAFAH1B2 inh 3, PAD4 FP inh 3, GSTO1 counter 1, PME-1 primary -6, LYPLA1 inh 3, PREPL inh 1, LYPLA2 inh 6, pPAFAH inh 6 and PAFAH1B3 inh 8.
CC(C)Oc1ccc(C(=O)Nc2c3c(nn2-c2ccccc2)CS(=O)(=O)C3)cc1 was read as PAFAH1B2 inh -4, PAD4 FP inh 2, GSTO1 counter 2, PME-1 primary -2, LYPLA1 inh -3, PREPL inh 0, LYPLA2 inh -6, pPAFAH inh 11 and PAFAH1B3 inh 8.
Screening CC(C)(C)NC(=O)CN(C(=O)c1csnn1)c1ccccc1-c1ccccc1 returned PAFAH1B2 inh -1, PAD4 FP inh -1, GSTO1 counter 8, PME-1 primary -3, LYPLA1 inh 0, PREPL inh -5, LYPLA2 inh -6, pPAFAH inh -2 and PAFAH1B3 inh 5.
`COc1cc2c(cc1OC)C(C)N(C(=O)c1ccc(Br)o1)CC2` (configuration not stated) gave PAFAH1B2 inh 4, PAD4 FP inh -5, GSTO1 counter -3, PME-1 primary 5, LYPLA1 inh 4, PREPL inh -8, LYPLA2 inh 2, pPAFAH inh -6 and PAFAH1B3 inh 4.
`COC(=O)[C@@H]1C[C@H]2CC[C@H](O)C[C@H]2N1Cc1ccccc1OS(=O)(=O)c1ccc(C)cc1` gave PAFAH1B2 inh 4, PAD4 FP inh -4, GSTO1 counter 4, PME-1 primary -5, LYPLA1 inh -1, PREPL inh 8, LYPLA2 inh -11, pPAFAH inh 0 and PAFAH1B3 inh 5.
For O=C(O)Cc1ccc(NC(=O)C(c2ccccc2)c2ccccc2)cc1 the results were PAFAH1B2 inh 10, PAD4 FP inh -4, GSTO1 counter 7, PME-1 primary -1, LYPLA1 inh -1, PREPL inh 1, LYPLA2 inh -5, pPAFAH inh -6 and PAFAH1B3 inh 3.
For CC12CCC(=O)N1c1c(sc3nc(N4CCOCC4)c4c(c13)CCCC4)C(=O)N2 (configuration not stated) the results were PAFAH1B2 inh 2, PAD4 FP inh -5, GSTO1 counter -6, PME-1 primary -3, LYPLA1 inh -1, PREPL inh 11, LYPLA2 inh -3, pPAFAH inh 6 and PAFAH1B3 inh 0.
`CCCOc1ccc(S(=O)(=O)N2C(=O)CC(=O)N(Cc3ccc(OCC)cc3)C2=O)cc1` gave PAD4 FP inh -2, GSTO1 counter 0, PME-1 primary -5, LYPLA1 inh 1, PREPL inh 5, LYPLA2 inh 6 and pPAFAH inh 6.
Screening Cc1ccc(NC(=O)COC(=O)CCc2c(C)nc3ncnn3c2C)cc1C returned PAFAH1B2 inh 4, PAD4 FP inh 1, PREPL inh 22, pPAFAH inh 2 and PAFAH1B3 inh 6.
For COc1ccc(CCNC(C)=O)cc1 the results were PAFAH1B2 inh 2, PAD4 FP inh 3, GSTO1 counter 3, PME-1 primary 2, LYPLA1 inh 0, PREPL inh 9, LYPLA2 inh 2, pPAFAH inh 0 and PAFAH1B3 inh 2.
Screening COc1cc2c(C#N)c(N3CCN(C)CC3)nc(N)c2c(N)n1 returned PAFAH1B2 inh 2, PAD4 FP inh -7, GSTO1 counter 24, PME-1 primary 12, LYPLA1 inh -3, PREPL inh 45*, LYPLA2 inh 2, pPAFAH inh 6 and PAFAH1B3 inh 3.
O=C(Nc1ccccc1)c1cc(S(=O)(=O)N2CCSCC2)ccc1Cl was read as PAFAH1B2 inh 22, PAD4 FP inh 0, GSTO1 counter -1, PME-1 primary 3, LYPLA1 inh 1, PREPL inh 0, LYPLA2 inh -2, pPAFAH inh 3 and PAFAH1B3 inh 6.
For O=C(NCCN1C(=O)S/C(=C\c2ccc(OC(F)F)cc2)C1=O)C1=COCCO1 the results were PAFAH1B2 inh 1, PAD4 FP inh 4, GSTO1 counter 9, PME-1 primary -10, LYPLA1 inh -1, PREPL inh 0, LYPLA2 inh -5, pPAFAH inh 3 and PAFAH1B3 inh -2.
Screening Cc1c(CCCC(=O)O)sc(N)c1C(=O)c1cccc(C(F)(F)F)c1 returned PAFAH1B2 inh 4, PAD4 FP inh 0, GSTO1 counter 5, PME-1 primary -3, LYPLA1 inh -3, PREPL inh 16, LYPLA2 inh -5, pPAFAH inh 12 and PAFAH1B3 inh 9.
Screening Cc1ccc(S(=O)(=O)/C(=C\N(C)C)c2cnc(Cl)s2)cc1 returned PAFAH1B2 inh 7, PAD4 FP inh 1, GSTO1 counter -4, PME-1 primary -2, LYPLA1 inh 0, PREPL inh -8, LYPLA2 inh 7, pPAFAH inh -4 and PAFAH1B3 inh 6.
O=C(NCCOC(=O)c1ccc(C(=O)OCCNC(=O)c2cccnc2)s1)c1cccnc1 was read as PAFAH1B2 inh 2, PAD4 FP inh -1, GSTO1 counter -6, PME-1 primary 8, LYPLA1 inh -1, PREPL inh 10, LYPLA2 inh -1, pPAFAH inh 1 and PAFAH1B3 inh -4.
COc1ccc(NS(=O)(=O)c2cc(C)ccc2OC)cc1OC was read as PAFAH1B2 inh 4, PAD4 FP inh -5, GSTO1 counter 3, PME-1 primary 3, LYPLA1 inh 0, PREPL inh -11, LYPLA2 inh 2, pPAFAH inh -4 and PAFAH1B3 inh 2.
`CC(C)c1ccccc1OCC(O)CN1CCN(S(=O)(=O)c2ccc([N+](=O)[O-])cc2)CC1` (configuration not stated) gave PAFAH1B2 inh 3, PAD4 FP inh -2, GSTO1 counter 7, PME-1 primary 4, LYPLA1 inh 0, PREPL inh 8, LYPLA2 inh 15, pPAFAH inh 15 and PAFAH1B3 inh 19.
Screening Nc1ccc2nc(-c3cccc(-c4nc5ccc(N)cc5[nH]4)n3)[nH]c2c1 returned PAFAH1B2 inh 32*, PAD4 FP inh -17, GSTO1 counter -2, PME-1 primary -20, LYPLA1 inh -8, PREPL inh 56*, LYPLA2 inh -31, pPAFAH inh 35* and PAFAH1B3 inh 30*.
Screening CCOc1ccc(C2=Nn3cnnc3SC2)cc1 returned PAFAH1B2 inh 5, PAD4 FP inh 1, GSTO1 counter -7, PME-1 primary -2, LYPLA1 inh 2, PREPL inh -18, LYPLA2 inh 2, pPAFAH inh 6 and PAFAH1B3 inh 4.
Screening CC(=O)N1c2ccccc2NC2=C(C(=O)CCC2)C1c1cccnc1 (configuration not stated) returned PAFAH1B2 inh -4, PAD4 FP inh 0, GSTO1 counter 1, PME-1 primary -3, LYPLA1 inh 5, PREPL inh 6, LYPLA2 inh 4, pPAFAH inh 2 and PAFAH1B3 inh 11.
`CC(C)Cn1c(-c2ccc(Cl)cc2)cnc1SCC(=O)N1CCOCC1` gave PAFAH1B2 inh 6, PAD4 FP inh 4, GSTO1 counter 0, PME-1 primary 2, LYPLA1 inh -1, PREPL inh 8, LYPLA2 inh 4, pPAFAH inh 6 and PAFAH1B3 inh 2.
For Cc1ccc(OCC(=O)Nc2ccc3oc(=O)ccc3c2)cc1 the results were PAFAH1B2 inh -2, PAD4 FP inh -2, GSTO1 counter 0, PME-1 primary -28, LYPLA1 inh -1, PREPL inh -19, LYPLA2 inh 0, pPAFAH inh -8 and PAFAH1B3 inh 4.
For COc1ccc(OC)c(C(=O)CSc2nnc(Cc3cccs3)n2C)c1 the results were PAFAH1B2 inh -4, PAD4 FP inh 2, GSTO1 counter 4, PME-1 primary -1, LYPLA1 inh 0, PREPL inh 10, LYPLA2 inh 4, pPAFAH inh 4 and PAFAH1B3 inh 11.
For COc1ccc(N(CC(=O)O)S(=O)(=O)c2c(C)n[nH]c2C)cc1 the results were PAFAH1B2 inh -1, PAD4 FP inh 0, GSTO1 counter 0, PME-1 primary 4, LYPLA1 inh -1, PREPL inh 7, LYPLA2 inh -3, pPAFAH inh -4 and PAFAH1B3 inh -6.
O=C(ON=C1CCN(S(=O)(=O)c2ccccc2)CC1)c1ccccc1 was read as PAFAH1B2 inh 10, PAD4 FP inh 4, GSTO1 counter 10, PME-1 primary 5, LYPLA1 inh -3, PREPL inh -13, LYPLA2 inh -1, pPAFAH inh 2 and PAFAH1B3 inh 6.
`CNC(=O)c1ccccc1Sc1cccc2cccc(C(=O)O)c12` gave PAFAH1B2 inh -3, PAD4 FP inh -7, GSTO1 counter -2, PME-1 primary 3, LYPLA1 inh 4, PREPL inh 12, LYPLA2 inh 0, pPAFAH inh 2 and PAFAH1B3 inh 3.

A stretch from further up:
O=C(ON=C1CCN(S(=O)(=O)c2ccccc2)CC1)c1ccccc1 was read as PAFAH1B2 inh 10, PAD4 FP inh 4, GSTO1 counter 10, PME-1 primary 5, LYPLA1 inh -3, PREPL inh -13, LYPLA2 inh -1, pPAFAH inh 2 and PAFAH1B3 inh 6.
`CNC(=O)c1ccccc1Sc1cccc2cccc(C(=O)O)c12` gave PAFAH1B2 inh -3, PAD4 FP inh -7, GSTO1 counter -2, PME-1 primary 3, LYPLA1 inh 4, PREPL inh 12, LYPLA2 inh 0, pPAFAH inh 2 and PAFAH1B3 inh 3.

Screening data (PubChem BioAssay)
